# mHTT-CaM PPI inh: mHTT-calmodulin interaction abrogation; P42858; AlphaScreen His-mHTT/GST-CaM binding, luminescence; inhibition, % at 15 µM; hit rate 3.6% among 190,000;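 note: 0% = both proteins with DMSO and 100% = one protein alone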
# Pf apPOL inh: Pf-apPOL DNA polymerase inhibition | Recombinant Pf-apPOL, molecular beacon fluorescence, 1.5 h | inhibition, % at 10 µM | hit rate 0.25% among 210,000
# * marks the source's active call; other numbers are inactive results; i = inactive; . = no result given; & = joins results of further samples. Cut-off read from the data, not from the text of the source: active = inhibition above about 50%; inactive = the rest.
mol	Pf apPOL inh	mHTT-CaM PPI inh
CCOc1cc(C=O)ccc1OCC(N)=O	-10.1	1.9
O=[N+]([O-])c1ccc(S(=O)(=O)n2cccn2)cc1	12.7&-3.7	8.0&4.8
CC(C)OCCCNC(=O)C1C2C=CC3(CN(Cc4ccccc4Cl)C(=O)C13)O2 (centres undefined)	-2.4	-5.6
OC(COc1ccc2c(c1)OCO2)CN1CCN(c2ccccc2)CC1 (centres undefined)	-2.6	10.5
CCCC1=NN(c2ccccc2)C(=O)/C1=C/c1ccc(OCC)c(OCC)c1	3.8	7.0
COc1ccccc1CNS(=O)(=O)c1ccc(F)c(C(=O)Nc2cccc(Cl)c2)c1	-5.6	15.0
O=C(NCc1ccccc1C(F)(F)F)c1ccnc(N2CCCCC2)n1	0.6	-98.8
O=C(Nc1ccccc1)N1CCC(n2cnc3cc(Cl)ccc3c2=O)CC1	-7.9	-5.2
O=C(Nc1ccc(N2CCOCC2)cc1)c1cccc([N+](=O)[O-])c1	-1.1	1.6
CC(=O)Nc1ccc(C(=O)Nc2c(C)cc(C)cc2C)cc1	-2.5	3.9
CCCNC(=O)c1ccn2c(-c3ccccc3)nnc2c1	-7.0	-5.0
Cc1cc(C)n(CCNC(=O)CN2CCN(c3ccccc3)C2=O)n1	-14.1	-10.1
c1ccc(CN2C3=NCCCN3c3ccccc32)cc1	-11.1	-3.0
O=C(NCc1cccc(Cl)c1)C1CCCN(c2cnn(Cc3ccccc3)c(=O)c2)C1 (centres undefined)	-1.3	19.5
COc1cccc(C2=NOC(C(=O)NCc3ccccc3)C2)c1 (centres undefined)	-6.9	-4.5
Cc1cnc(-n2nnc(C(=O)N3CCOCC3)c2C)s1	-7.4	-21.7
Cc1ccc(N2C(=O)C3N=NN(c4ccc(F)cc4)C3C2=O)cc1Cl (centres undefined)	0.9	12.8
O=C1c2ccccc2C(=O)N1CC12CC3CC(CC(Br)(C3)C1)C2	-0.5	-30.0
Cn1cccc1-c1cc2n(n1)CCCN2C(=O)CCC(=O)NCCCN1CCCC1=O	0.7	1.2
CCCCCN=Cc1sc2ccc(OCC)cc2c1O	-2.3	35.0
COc1ccc(NC(=O)c2ccc(S(=O)(=O)N3CC(C)CC(C)C3)cc2)c([N+](=O)[O-])c1 (centres undefined)	-2.9	-4.0
CN1CC=C2C(C#N)=C(N)C(C#N)(C#N)C(c3cccc(O)c3)C2C1 (centres undefined)	-2.0	10.0
Cc1c(C(=O)Nc2ccc(Cl)c(Cl)c2)sc2ncn(Cc3ccccc3F)c(=O)c12	-11.3	-5.0
c1ccc2sc3c(-c4ccncc4)sc4ccccc4[nH]c-3nc2c1	-20.8	12.0
O=[N+]([O-])c1ccc2c(N=Nc3ccc4ccccc4c3O)c(O)cc(S(=O)(=O)O)c2c1	.	100.1*
COCC(=O)N1CCCC2(C1)Nc1ccccc1NC2=NC1CCCC1 (centres undefined)	-2.9	38.3
O=C1Nc2ccccc2C1=Nc1ccc(C(=O)c2ccccc2)cc1	-0.4	3.0
Cn1c(C2CCN(C(=O)CC3CCCC3)C2)nc2cccnc21 (centres undefined)	-4.2	2.0
CCc1onc(C)c1C1CCCN1C(=O)Cn1nc(C(F)(F)F)c2c1CCCC2 (centres undefined)	-2.7	-0.1
COc1ccc(OC)c(-c2[nH]ncc2CN2CCCC2c2cc(C(C)C)on2)c1 (centres undefined)	-1.1	22.4
CN(C)c1ncccc1NC(=O)c1ccccc1F	-2.8	-4.6
Cc1cccc(-c2noc(C3CCN(CC(=O)Nc4ccc(F)cc4)CC3)n2)c1	2.0	33.3
Cn1cc(CCCC(=O)NCCc2ccc(Cl)cc2)c2ccccc21	-16.0	38.0
COc1cc(C2C(C(=O)Nc3ccc(C)cn3)=C(C)NC3=C2C(=O)CC(C)(C)C3)ccc1O (centres undefined)	8.3	2.0
Cc1ccc2c(CC(=O)O)cc(=O)oc2c1	-2.3	-0.2
Cc1ccc(NCCNC(=O)c2ccc(Br)o2)nn1	-5.2	-17.1
C=CCNC(=O)CN(C)S(=O)(=O)c1ccc(Cl)cc1	-1.4	-5.8
CCC(C)NC(=O)c1cnn2c1NC(c1ccc(OC)cc1)CC2C(F)(F)F (centres undefined)	0.5	5.0
COc1ccc(C)cc1NC(=O)Cc1cccs1	-1.7	5.5
COc1ccc(CCNC(=O)C2CCCN(C(=O)c3cccc(C)c3)C2)cc1OC (centres undefined)	-5.3	30.3
O=C(c1ccncc1)N1CCCCC1c1nc(C2CC2)no1 (centres undefined)	2.1	-6.7
O=S(=O)(c1ccc(Br)cc1)N1CCCc2ccccc21	.	-109.4
O=C(Nc1nc(CN2CCc3ccccc3C2)cs1)c1ccc([N+](=O)[O-])o1	7.6	12.9
COc1ccc(-c2noc(C3CCN(CC(=O)Nc4ccccc4F)CC3)n2)cc1	-2.8	-8.7
Cn1c(=O)c2cn(Cc3ccc(Cl)cc3)cc2n(C)c1=O	-2.3	1.0
O=C(c1cccc(F)c1)N1CCC(CCOc2cccc(F)c2)CC1	-3.9	-17.7
CCC(=O)Nc1nc(C)c(-c2csc(Nc3ccccn3)n2)s1	-0.3	41.0
O=C(Nc1ccc(F)c(Cl)c1)N1CC2CCCN2c2ccccc21 (centres undefined)	-2.8	4.3
COc1ccc(Cl)cc1Nc1ncnc2c1cnn2-c1ccccc1	-3.9	13.0
CCSc1ccccc1C(=O)N1CC(c2nc3ccccc3[nH]2)C1	-7.3	-6.2
C=CCSc1nnc2c(n1)OC(c1cccc(OC)c1)N(C(C)=O)c1ccccc1-2 (centres undefined)	1.4	33.0
CC(C)(C)c1nnc(Nc2ccc3c(c2)OCCO3)[nH]c1=O	0.0	5.0
COc1ccc([N+](=O)[O-])cc1C1=N/C(=C/c2ccc(N(C)C)cc2)C(=O)O1	0.8	2.0
CCOc1ccc(N2CC(C(=O)N3CCCCC3C)CC2=O)cc1 (centres undefined)	0.5	-6.1
CCn1ccc2c(cc(C(=O)Nc3ccc(C(C)C)cc3)n2C)c1=O	-1.9	8.3
Fc1cccc(Cl)c1-c1nnc2cccc(Cl)n12	-1.4	2.0
COc1cc([N+](=O)[O-])ccc1NC(=O)c1cc(-c2ccc3c(c2)OCO3)nc2ccccc12	4.7	9.0
CCC(C(=O)Nc1cc(F)c2nc(N3CCOCC3)ccc2c1)c1ccccc1 (centres undefined)	2.5	-14.6
O=C1CSC(c2cccc([N+](=O)[O-])c2)N1c1ccc(Cl)cc1 (centres undefined)	3.2	5.0
COc1ccc(C(O)=C2C(=O)C(=O)N(CCN3CCNCC3)C2c2ccc(F)cc2)cc1 (centres undefined)	0.9	2.7

# More results.
mol	Pf apPOL inh	mHTT-CaM PPI inh
Cc1cc(C)cc(NC(=O)CSc2cc(N3CCCCC3)ncn2)c1	-4.7	-11.8
Cc1cc(C2CCCN2C(=O)Nc2ccccc2C(F)(F)F)no1 (centres undefined)	-7.7	-5.6
O=C(Nc1sc2c(c1C(=O)N1CCOCC1)CCCCC2)c1cccs1	2.5	-3.4
Cc1ccnc(SCCn2c(N3CCC(C)CC3)nc3c2c(=O)n(C)c(=O)n3C)n1	-2.3	2.0
CCCN1CCN(c2ncc3c(n2)CCN(Cc2ccc4c(c2)OCCO4)C3)CC1	-4.5	8.3
Cc1[nH]c2ccc(F)cc2c(=O)c1SC(F)(F)C(F)F	.	-3.3
Cn1cc(CC(=O)NCC2(c3ccccc3)CCCC2)c2ccccc21	-10.7	13.0
CCCOc1ccc(N2C(=O)C3C4C=CC(O4)C3C2=O)cc1 (centres undefined)	2.0	-4.0
CCN1CCN(C(=O)c2ccc(Cl)cc2[N+](=O)[O-])CC1	-0.3	-2.2
Nc1nnc(SCC(=O)Nc2ncc(Br)cc2Br)s1	2.6	0.0
COC(=O)c1scc(S(=O)(=O)Cc2ccco2)c1NN=C(C#N)C#N	2.0	.
CC(=NNc1c([N+](=O)[O-])cc(C(F)(F)F)cc1[N+](=O)[O-])c1cccnc1	-12.9	.
CCN(CC)S(=O)(=O)c1cc(C(=O)NCc2ccccc2)ccc1Cl	8.4	-4.6
Cc1ccc(NC(=O)c2cc(C(C)C)n3nccc3n2)cc1	-2.4	-19.4
CCCCOCC1CN(CCCC)S(=O)(=O)c2c(Oc3ccc(C(C)C)cc3)cccc2O1 (centres undefined)	-3.9	-22.2
COc1ccc(C2C(C(=O)c3ccco3)=C(O)C(=O)N2CCN2CCOCC2)c(OC)c1 (centres undefined)	-14.1	13.9
CC(Oc1ccc(Cl)cc1Cl)c1n[nH]c(=S)n1-c1ccccc1 (centres undefined)	-11.4	.
O=C(CSc1nnc(CNC(=O)c2c(F)cccc2Cl)o1)Nc1nccs1	-4.6	8.6
N#Cc1sc2nc(-c3cccnc3)ccc2c1N	-7.2	-3.3
COc1ccc2nc(NC(N)=NS(=O)(=O)c3ccc(C)cc3)nc(C)c2c1	0.2	32.8
Cc1c(Br)c([N+](=O)[O-])nn1CCCC(=O)Nc1sc2c(c1C#N)CCCC2	0.7	1.0
O=C(c1cc(-c2ccco2)on1)N1CCN(c2ccccn2)CC1	-1.3	-6.2
COc1ccc(-c2nnn(CC(=O)Nc3ccc(OC(F)(F)Cl)cc3)n2)cc1OC	-1.8	-3.0
CCOc1ccc(N(CC(=O)Nc2ccc(C(C)=O)cc2)S(C)(=O)=O)cc1	-9.3	-3.2
CC(C)Nc1nc2cccnc2s1	-12.7	.
Cn1cc(CC(=O)NCc2ccc(F)cc2)c2cccnc21	-3.4	-9.5
FC(F)(F)c1cccc(C2=Nn3c(nnc3-c3cccnc3)SC2)c1	0.3	4.0
O=C(CC1Nc2ccccc2NC1=O)Nc1ccccc1OC(F)F (centres undefined)	-3.9&-2.0	-18.5&3.0
O=C(CSC1CCCC1)Nc1ccc(-c2cn3ccsc3n2)cc1	-6.6	12.8
CC(C)(C)c1cc(C(=O)O)cc(C(C)(C)C)c1O	2.7	-8.4
O=C(Nc1cccc(Oc2ccccn2)c1)c1c2c(nn1C1CCS(=O)(=O)C1)CCC2 (centres undefined)	3.9	-8.3
CCCNc1ccc(S(=O)(=O)c2ccccc2)cc1	-4.8	-8.8
CC(C)CN1Cc2cc(Br)ccc2Oc2ccc(Cl)cc2S1(=O)=O	-1.7	-26.2
O=C(CCCOc1ccc(Cl)cc1Cl)N1CCOCC1	-10.7	-7.5
N#CC1=C(N)SC(N)=C(C#N)C1c1ccccc1F	-5.2	1.8
Cc1ccc(C2=NOC(=O)/C2=C\C=C\c2ccccc2)cc1	-6.2	18.0
CNC(=O)C(C1CCCC1)N1CCN(C(=O)c2ccc(C(C)(C)C)cc2)CC1 (centres undefined)	-2.8	17.4
CC1CN(C(=O)c2ccncc2)CC1c1nc(-c2ccccc2)no1 (centres undefined)	-5.2	1.4
C#CCOC(=O)Nc1ccc(Cl)cc1	-5.7	.
CC(=O)N1CCc2cc(N=Cc3ccc(O)cc3)ccc21	1.9	3.0
CC(C)NC(=O)c1ccccc1OCC1CCN(C(=O)C2(c3ccccc3)CC2)CC1	1.8	13.6
COc1ccc(-c2nn(C)c(=O)c3ccccc23)cc1NC(=O)COc1ccc([N+](=O)[O-])cc1	-1.5	-1.0
N#CC(=Cc1ccc[nH]1)C(=O)Nc1ccc(F)c(F)c1F	3.7&3.3	.
C=CCN(C1=NC(C)(C)C(=C)S1)c1ccc(C)cc1C	-6.1	.
COC(=O)c1ccc(C(=O)NCC2CCN(C(=O)c3snnc3C)CC2)cc1	-2.1	3.4
Cn1cc(CN2CCC(C(=O)NCCN3CCOCC3)CC2)c2cc(Cl)ccc21	0.8	-8.0
CN1C(=O)/C(=N\OC(=O)c2ccc(Cl)cc2Cl)c2ccccc21	-7.5	i
CC(C)c1cc(SCC(=O)N2CCc3ccccc32)ncn1	-12.3	-5.9
CN(C(=O)c1ccncc1)C1CC(C)(C)N(O)C(C)(C)C1	-3.3	-3.0
O=S1(=O)N[C@@H](Cc2ccccc2)COc2cccc(N3CCSCC3)c21	-3.9	0.8
COc1cc(OC)cc(C(=O)N2CCc3nc4cc[nH]n4c(=O)c3C2)c1	-3.2	-3.0
Cc1cccc(OCCCC(=O)Nc2ccc(S(=O)(=O)Nc3nccs3)cc2)c1	-9.6	7.5
CC(=O)C(=CNc1cc(C)nc(C)n1)S(=O)(=O)c1ccc(Cl)cc1	6.8	.
CCN(CC)c1nc2cc(C(=O)OC)ccc2c(=O)n1Cc1ccc(OC)cc1	0.1	-16.6
O=C(NCCN1CCCC1)C1CCN(c2cccc(Br)c2)C1=O (centres undefined)	-3.4	12.2

# From PubChem
